# Compound activity from PubChem.
# MEX-5 binding: MEX-5 zinc finger RNA-binding disruptors – biochemical, C. elegans, fluorescence polarization, MLPCN library, primary screen | Zinc finger protein mex-5 (Caenorhabditis elegans), Q9XUB2 | MEX-5/FITC-TCR2 RNA binding; stronger effect = lower value | activity score (negative = inhibition of binding), % at 10 µM | hit rate 0.38% among 300,000 | AID 1832, 2009;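 active = inhibition past about -25% in most replicates, and total fluorescence under double the plate's negative control median, limit read from the data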;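 also: 0% = DMSO and -100% = 5 µM competing unlabeled TCR2 RNA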
# AHR activator: AHR activators, primary screen, cell-based, luminescence, luciferase reporter, human. Aryl hydrocarbon receptor (Homo sapiens), P35869. AHR-responsive luciferase reporter cells. activation, % at 5 µM. hit rate 2.5% among 320,000; in the data active = activation above about 47%;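 also: 0% = vehicle wells and 100% = reference agonist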
# PAFAH1B2 inh: PAFAH1B2 enzyme inhibitors, primary screen, biochemical, fluorescence polarization, human | Platelet-activating factor acetylhydrolase IB subunit alpha2 (Homo sapiens), P68402 | recombinant PAFAH1B2, FP-rhodamine activity probe | inhibition, % at 3.39 µM | hit rate 1.2% among 340,000 | AID 492953, 2010;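 active = inhibition above the mean of all tested compounds plus 3 SD, cut at about 24% in these data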;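 also: 0% = enzyme with DMSO and 100% = wells lacking PAFAH1B2; many of its hits are not listed in these tables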
# Target sequence (P68402 whole entry, looked up): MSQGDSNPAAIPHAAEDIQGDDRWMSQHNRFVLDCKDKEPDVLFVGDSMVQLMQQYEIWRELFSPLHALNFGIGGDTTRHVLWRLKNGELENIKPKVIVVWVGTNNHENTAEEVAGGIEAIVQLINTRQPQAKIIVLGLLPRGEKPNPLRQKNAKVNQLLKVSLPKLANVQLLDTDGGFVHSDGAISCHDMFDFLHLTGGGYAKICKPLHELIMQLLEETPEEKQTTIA
# MCL1-BIM inh: inhibitors of MCL1 binding to BIM-BH3, primary screen, biochemical, fluorescence polarization | GST-MCL1 / FITC-Bim-BH3 fluorescence polarization | hit rate 0.68% among 320,000 | inhibition, % at 10.9 µM | AID 2057, 2009 | Induced myeloid leukemia cell differentiation protein Mcl-1 (Homo sapiens), Q07820;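 active = inhibition above the mean inhibition of all tested compounds plus 3 SD, set per campaign, cut at about 40% in these data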;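 also: 0% = DMSO wells and 100% = unlabeled Bim-BH3 peptide control; higher means more loss of mP so more displacement of Bim peptide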
# Fam108B inh: mouse Fam108B serine hydrolase inhibitors, primary screen, counter-screen for RBBP9 inhibitor project, biochemical, fluorescence polarization; inhibition, % at 9.51 µM; AID 1947, 2009; hit rate 0.33% among 300,000; recombinant Fam108B, FP-Rh probe fluorescence polarization;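 active = inhibition above the screen mean inhibition plus 3 SD, computed separately per campaign, cut at about 18% in these data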;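 also: inhibitors lower polarization as less probe binds the enzyme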
# PME-1 primary: PME-1 inhibitors via competitive probe labeling, primary screen, biochemical, fluorescence polarization, FP-Rh probe, HTS | Protein phosphatase methylesterase 1 (Homo sapiens), Q9Y570 | recombinant PME-1 | inhibition, % at 5.9 µM | hit rate 0.53% among 320,000 | AID 2130, 2009;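 active = inhibition above the campaign mean of all compounds plus 3 SD, cut at about 26% in these data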;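 also: competitive labeling of PME-1 active site by serine hydrolase directed probe; 0% = PME-1 with DMSO and 100% = wells lacking PME-1 enzyme; inhibitors block probe labeling so polarization falls and inhibition rises; many of its hits are not listed in these tables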
# GLD-1 TGE inh: GLD-1/TGE RNA complex disruptors, primary screen, biochemical, fluorescence polarization | Female germline-specific tumor suppressor gld-1 (Caenorhabditis elegans), Q17339 | inhibition, % at 5.96 µM | hit rate 0.44% among 320,000 | purified GLD-1 + fluorescein TGE RNA;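 active = percent inhibition above a per-plate cutoff, the plate mean of test compounds plus 3 SD, cut at about 30% in these data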;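 also: 0% = DMSO wells with GLD-1 and probe and 100% = wells lacking GLD-1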
# Target sequence (Q17339 whole entry, looked up): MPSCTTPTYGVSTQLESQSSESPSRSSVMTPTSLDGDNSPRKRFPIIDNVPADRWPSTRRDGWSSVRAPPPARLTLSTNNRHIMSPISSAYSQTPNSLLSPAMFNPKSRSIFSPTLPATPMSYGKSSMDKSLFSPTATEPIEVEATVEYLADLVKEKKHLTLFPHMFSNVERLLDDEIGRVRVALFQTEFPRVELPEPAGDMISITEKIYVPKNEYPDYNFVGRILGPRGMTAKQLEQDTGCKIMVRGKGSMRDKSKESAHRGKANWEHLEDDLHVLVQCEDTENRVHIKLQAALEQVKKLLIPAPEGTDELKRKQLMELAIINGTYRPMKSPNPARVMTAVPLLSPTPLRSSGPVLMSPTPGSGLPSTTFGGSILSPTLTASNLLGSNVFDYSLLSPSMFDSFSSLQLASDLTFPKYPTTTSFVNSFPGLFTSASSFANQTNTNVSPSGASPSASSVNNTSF
# pPAFAH inh: pPAFAH enzyme inhibitors, primary screen, biochemical, fluorescence polarization, human | recombinant pPAFAH, FP-rhodamine probe fluorescence polarization | Platelet-activating factor acetylhydrolase (Homo sapiens), Q13093 | inhibition, % at 3.39 µM | hit rate 1.5% among 330,000;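 active = inhibition above the mean inhibition across the screen plus 3 SD, cut at about 25% in these data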;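 also: inhibitors block binding of the rhodamine activity-based probe so polarization drops; 0% = enzyme with DMSO and 100% = wells lacking pPAFAH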
# Bcl-xL primary: inhibitors of human Bcl-xL, primary screen, biochemical, fluorescence polarization, HTS; hit rate 0.7% among 320,000; inhibition, % at 10.9 µM; GST-Bcl-xL / FITC-Bim BH3 peptide fluorescence polarization;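 active = inhibition above the mean of all tested compounds plus 3 SD, cutoff set per campaign, cut at about 30% in these data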;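 also: 0% = DMSO wells and 100% = unlabeled Bim-BH3 peptide competitor; inhibitors lower millipolarization by displacing the labeled peptide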
# Target sequence (Q07817 whole entry, looked up): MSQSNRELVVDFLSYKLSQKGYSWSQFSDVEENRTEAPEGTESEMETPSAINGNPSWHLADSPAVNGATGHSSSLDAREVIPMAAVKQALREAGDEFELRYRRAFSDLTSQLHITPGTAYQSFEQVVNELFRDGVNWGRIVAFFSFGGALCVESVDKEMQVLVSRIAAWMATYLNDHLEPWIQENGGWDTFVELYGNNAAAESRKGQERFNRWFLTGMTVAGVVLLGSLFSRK
# * hit, by the source's call; x = no result given.
SMILES,MEX-5 binding,AHR activator,PAFAH1B2 inh,MCL1-BIM inh,Fam108B inh,PME-1 primary,GLD-1 TGE inh,pPAFAH inh,Bcl-xL primary
CN(Cc1nc(Cc2ccccc2F)no1)CC1(N2CCOCC2)CCCCC1,-2.6,-1,6,-2,-5,-1,-1,3,-1
O=C(CSc1nccc(=O)[nH]1)c1cc2ccccc2o1,-1.2,21,2,0,-4,0,-7,5,-1
COC(=O)COc1ccc(-c2nccc(-c3ccccn3)n2)cc1,-1.2,-9,9,-7,5,-3,0,1,2
CCc1c(C)nc2ncnn2c1N1CCCC(C(=O)NCCc2ccc(OC)cc2)C1 (stereo unspecified),1.7,-1,0,-2,1,2,2,3,0
C/C(=N/NC(=O)CNC(=O)C1COc2ccccc2O1)c1ccc2c(c1)OCCO2 (stereo unspecified),-0.6,6,x,-3,-2,-7,1,5,2
COc1cccc(C(=O)Nc2ccc(NC(=O)c3ccco3)nc2)c1,1.5,-1,5,-3,1,-5,5,-1,1
CCN(CC)S(=O)(=O)c1ccc(OC(C)C)c(N)c1,0.2,8,0,2,-4,-3,4,3,6
Cc1n[nH]c(C)c1S(=O)(=O)N1CCCC(C(=O)NCc2cccs2)C1 (stereo unspecified),-0.7,3,-1,-2,-3,-6,5,-1,-4
Cc1noc(C)c1CSCC(=O)Nc1nc2ccc(Oc3ccccc3)cc2s1,-2.0,18,-1,8,-5,-24,2,4,3
Cc1nn(Cc2ccc(Cl)cc2Cl)c(Cl)c1/C=C/C(=O)OCC(=O)NCC(F)(F)F,-0.5,1,0,-3,0,1,8,-2,5
Cc1c(NC(=O)Cn2cc([N+](=O)[O-])cn2)c(=O)n(-c2ccccc2)n1C,-0.5,0,0,2,4,-2,-1,2,3
Cc1cc(C)cc(NC(=O)CN(c2ccc(F)cc2)S(C)(=O)=O)c1,0.8,13,0,0,-5,-3,2,-6,-4
O=C(COC(=O)CCc1ccc(S(=O)(=O)N2CCOCC2)cc1)NC1CCCC1,-3.5,1,8,11,4,3,4,9,6
CCN(CCCNC(=O)C1CCN(S(=O)(=O)CC)CC1)c1ccccc1,2.2,1,4,-4,-2,4,0,7,2
Cc1ccc2c(c1)C(c1ccccc1)N(C(=O)CC(C)C)CC(=O)N2 (stereo unspecified),0.3,5,8,-1,0,3,-3,-3,2
Cc1onc(-c2c(F)cccc2Cl)c1C(=O)OCC(=O)NCc1ccco1,1.7,3,1,4,-4,1,2,12,4
Cc1cccc(-c2nc3ccccc3c(=O)n2NC(=O)c2ccc([N+](=O)[O-])c(C)c2)c1,2.2,3,6,7,2,0,4,2,2
Nc1nnnn1/N=C/c1ccc(F)cc1,0.7,0,-1,5,7,7,4,0,0
COC(=O)c1c(NC(=O)CC2NCCNC2=O)sc2c1CCCC2 (stereo unspecified),1.1,9,2,-1,-5,-3,9,6,3
COC(=O)c1ccc(NC(=O)CNC(=O)c2sc3ccccc3c2Cl)cc1,x,0,-19,-16,x,-38,7,-7,-14
Cc1ccc(S(=O)(=O)N(C)c2c(C)ccc(S(=O)(=O)N3CCN(C)CC3)c2C)cc1,0.2,-3,-1,7,0,-2,8,-2,1
C=CC[C@H](CC(=O)N(CCO)Cc1ccccc1)C(=O)N[C@H](C)COC(=O)[C@@H](CC=C)CC(=O)OC(C)(C)C,x,3,-3,x,x,x,1,4,x
CC(=O)N1CCN(C(=O)CCNS(=O)(=O)c2ccccc2)CC1,x,0,-1,-3,x,-1,-2,-2,-1
COc1ccc(Cl)cc1NCC(=O)Nc1ccc(OC)c(S(=O)(=O)N2CCCCC2)c1,x,9,2,-5,x,1,1,6,-2
CC(NC(=O)C1CCCN1S(=O)(=O)c1cccc2nsnc12)c1ccccc1 (stereo unspecified),x,1,3,-4,3,0,-2,-2,-1
O=C(O/N=C(\c1ccccc1)c1ccncc1)c1ccccc1Cl,-0.1,2,88*,7,0,2,-5,45*,5
Cc1cc(C)c(S(=O)(=O)c2ccccc2C)c(OCC(C)(C)C)n1,-0.4,0,5,-3,5,2,-1,4,7
CN(C)c1ccc(-c2nc3n(n2)C(c2cccnc2)C2=C(CC(C)(C)CC2=O)N3)cc1 (stereo unspecified),-2.4,5,7,11,-2,1,-3,-1,7
CCn1c(CNC(=O)c2cc(OC)c(OC)c(OC)c2)cc2ccccc21,-0.8,12,-3,-7,-3,10,5,-8,3
O=C(NCC1CCCO1)c1cc(S(=O)(=O)N2CCCCC2)ccc1Cl (stereo unspecified),x,-1,-2,-1,x,-2,4,-12,1
CC(=O)c1ccc(NC(=O)CN2CCCC2)cc1,-1.5,4,5,6,4,1,-2,5,2
O=C(NC(=O)N1CCN(c2ccccc2)CC1)c1ccc(Cl)cc1,-4.3,0,0,12,1,-4,6,2,12
Cc1c(C)c2c(C)[nH]nc2oc1=O,-0.9,1,6,4,-5,1,0,1,2
C/C=C\C=C\C(=O)N1CC2(CC(c3cccc(NC(=O)/C(C)=C\C)c3)=NO2)C[C@H]1C(N)=O (stereo partly specified),0.9,3,-5,0,-5,-9,1,-3,4
Cc1nonc1C(=O)N/N=C/c1ccccc1,-2.1,8,8,-2,-7,2,2,3,0
O=C(CC1Oc2ccccc2NC1=O)NC1CCCC1 (stereo unspecified),-2.9,0,1,3,-1,-1,0,2,2
O=C(CSc1ccccn1)N1CCN(c2ccc(Cl)cc2)CC1,1.7,0,2,1,4,-7,2,7,10
C=CCNC(=S)N/N=C/c1ccc(OCc2ccccc2)cc1,0.1,4,2,2,-2,-4,0,5,2
CSc1nc(-c2ccccc2)nn1C(=O)c1ccccc1,-0.2,7,6,0,2,-1,-5,3,-4
Cc1nn2c(N)c(C#N)cnc2c1-c1ccc(Cl)cc1,0.1,7,7,0,-5,1,-1,-2,1
CCCc1cc(=O)[nH]c(SCC(=O)Nc2ccc([N+](=O)[O-])cc2C#N)n1,0.6,11,3,5,1,-3,1,0,-1
COc1ccc(OC)c(S(=O)(=O)NCC2CCCO2)c1 (stereo unspecified),0.8,-4,4,-6,4,0,6,5,-3
Cn1cnnc1SCC(=O)NC1CCCN(Cc2ccc(Cl)cc2)C1 (stereo unspecified),-0.4,0,-4,4,0,-4,4,3,6
O=C(COc1ccc(F)cc1Cl)Nc1ccc(N2CCOCC2)cc1N1CCOCC1,-0.5,7,1,-3,4,0,1,3,-1
COC(=O)C1C(O)=C(C=NCc2ccccc2)C(=O)CC1(C)C (stereo unspecified),0.3,2,3,3,3,0,3,0,2
C[C@H](CO)N1C[C@H](C)[C@@H](CN(C)C(=O)NC2CCCCC2)Oc2ccc(NS(=O)(=O)c3ccccc3)cc2C1=O,x,-1,5,x,x,x,1,8,x
CCN(CC)S(=O)(=O)c1cccc(-c2nnc(SCC(=O)c3ccc(Cl)s3)n2C)c1,-1.9,5,4,-9,1,0,-5,1,-11
CCC1CCCCN1C(=O)CSc1nc2ncccc2[nH]1 (stereo unspecified),-0.3,2,7,2,3,-2,5,5,5

# Shown as a hit in pPAFAH inh (from the list above):
SMILES	MEX-5 binding	AHR activator	PAFAH1B2 inh	MCL1-BIM inh	PME-1 primary	GLD-1 TGE inh	pPAFAH inh	Bcl-xL primary
O=C(O/N=C(\c1ccccc1)c1ccncc1)c1ccccc1Cl	-0.1	2	88*	7	2	-5	45*	5

# Remaining list, next part
SMILES,MEX-5 binding,AHR activator,PAFAH1B2 inh,MCL1-BIM inh,Fam108B inh,PME-1 primary,GLD-1 TGE inh,pPAFAH inh,Bcl-xL primary
CCNc1c(NS(=O)(=O)c2ccc(C3CCCCC3)cc2)c(=O)oc2ccccc12,-0.9,4,2,2,-5,-2,-8,-4,3
CCOC(=O)c1c(N=CN(C)C)c(C#N)n2c1CCC2,-0.7,17,5,3,-1,2,7,2,8
CC1Cc2ccccc2N1C(=S)NC1CCCC1 (stereo unspecified),-1.4,11,-10,6,-1,3,6,3,4
CCCC(C)C(=O)Nc1cc([N+](=O)[O-])ccc1Cl (stereo unspecified),-0.8,-2,4,-6,0,1,3,0,-2
O=C(/C=C/c1ccc(Cl)cc1)N1CCN(c2c(Cl)cccc2[N+](=O)[O-])CC1,2.8,7,0,0,-5,-15,2,3,5
CCc1ccc(OCC(=O)Nc2ncn[nH]2)cc1,0.9,-7,6,2,1,6,5,3,5
Cc1ccc(CNC(=O)c2ccc(CS(=O)Cc3ccccc3Cl)o2)cc1 (stereo unspecified),-0.9,3,18,8,2,-10,-1,4,1
COc1ccc(NC(=O)CC2C(=O)NCCN2C(=O)c2ccccc2)cc1 (stereo unspecified),-2.1,4,1,-2,2,-2,12,1,-5
O=C(CSc1ccccc1C(=O)O)Nc1ccc2c(c1)OCO2,x,3,4,7,x,-2,4,-3,4
Nc1cnn(Cc2ccc(F)cc2)c1,2.7,2,1,3,3,-5,10,4,3
COc1ccc(-c2nc(N3CCCCCC3)sc2C(=O)c2ccccc2)cc1,-1.1,2,0,-4,-2,2,-3,2,4
CCP(=O)(CC)c1cccc(N)c1,-5.6,-1,3,2,2,-3,1,4,2
CSc1nncc(/C(C)=N\Nc2cccc(C)c2)n1,-1.6,0,5,1,5,1,11,-6,-3
Cc1ccc(S(=O)(=O)N2CCC(NC(=O)c3cccc(F)c3)CC2)cc1,-0.3,10,-3,-1,9,-4,7,-12,8
CC(C)(C)NCC(O)c1cc(O)cc(O)c1 (stereo unspecified),-0.5,-2,4,0,2,-2,6,1,0
Cc1nnc(Nc2ccc(C(=O)O)cc2)[nH]c1=O,-2.5,0,2,3,6,3,-6,3,5
CC1CCN(CCCNC(=O)c2cc3c(=O)n(C)c4ccccc4c3n2C)CC1,-0.4,9,3,4,2,5,-2,-8,6
O=C(CSc1nnc(Cc2ccccc2)o1)N1CCc2ccccc21,3.1,4,3,5,3,-1,4,-3,1
CC(=O)N1CCOc2ccc(S(=O)(=O)NCCc3ccccc3)cc21,-1.4,1,7,5,3,2,1,5,7
O=C(N/N=C/c1ccc(OC(=O)c2cccs2)cc1)c1ccc(F)cc1,0.1,5,3,6,-2,-13,5,-2,2
O=C(c1ccccc1)N1CCC2(CC1)NCCc1[nH]cnc12,0.3,-2,-1,10,1,2,-1,1,2
COc1ccc(N2CCN(C(=O)CCc3ccccc3OC)CC2)cc1,1.7,8,7,1,1,-2,4,3,6
O=C(NCCN1CCN(S(=O)(=O)c2ccccc2)CC1)C(=O)Nc1ccc(F)cc1,-1.2,1,0,2,0,0,11,1,-2
CN(C)/C=N/S(=O)(=O)c1ccc(Cl)cc1,-1.6,0,-2,-7,0,1,5,0,3
O=C(COc1ccc(Cl)cc1Cl)N1CCN(C(=O)c2ccco2)CC1,-0.2,-2,5,0,3,4,-14,7,1
C=CCSc1nc2[nH]ncc2c(=O)[nH]1,0.7,2,-6,0,1,-1,3,7,3

# These rows are one share of the data, so the mix of outcomes need not match the whole.
